Tn7 DDE FP – DD(E)-Tn7 binding inhibition, primary FP screen; P02675; FP displacement of FITC-Tn7 peptide from fibrin DD(E); 0% = median of compound wells per plate; inhibition, % at 8.3 µM; actives 0.13% (n = 370,000); AID 720508;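 active = inhibition above the mean of compounds falling within the control limits plus 3 SD of them, cut at about 14% in these data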;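 note: 0% = plate median of compound wells and 100% = 10 µM Aha-Tn7 peptide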
Target sequence (P02675 whole entry, looked up): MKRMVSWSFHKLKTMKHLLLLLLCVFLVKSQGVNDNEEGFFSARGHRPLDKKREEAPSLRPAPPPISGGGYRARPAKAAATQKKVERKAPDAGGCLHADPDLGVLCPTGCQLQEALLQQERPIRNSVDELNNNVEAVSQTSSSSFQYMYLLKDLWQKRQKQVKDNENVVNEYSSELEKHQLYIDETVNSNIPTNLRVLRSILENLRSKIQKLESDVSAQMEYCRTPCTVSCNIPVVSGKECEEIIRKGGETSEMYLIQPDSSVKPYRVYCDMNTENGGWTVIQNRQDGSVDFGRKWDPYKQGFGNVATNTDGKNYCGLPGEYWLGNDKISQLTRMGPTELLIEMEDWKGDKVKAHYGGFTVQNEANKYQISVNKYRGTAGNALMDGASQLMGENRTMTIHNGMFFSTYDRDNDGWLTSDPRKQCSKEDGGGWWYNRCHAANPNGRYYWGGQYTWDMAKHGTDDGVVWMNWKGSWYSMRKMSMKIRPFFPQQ
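Also added: labelled Tn7 tracer, 0.1 µM; Assay system: human fibrin DD(E) protein; Amount: 2 µM fibrin DD(E); Schedule: 10 min compound pre-incubation, 3 h probe incubation at room temperature; Repeats: one replicate per compound; Read-out basis: percent inhibition; Measured by: fluorescence polarization of the labelled Tn7 tracer.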
PLC-beta3 inh – inhibitors of human phospholipase C beta3. AID 720704. inhibition, % at 12.2 µM. Purified PLC-beta3, fluorogenic substrate, fluorescence. actives 0.18% (n = 370,000); in the data active = inhibition above about 11%;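 note: 0% = median of compound wells on plate and 100% = full blocker control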
sPLA2-III inh – Inhibits HGIII-sPLA2 liposome hydrolysis, primary screen. actives 0.56% (n = 370,000). inhibition, % at 12.2 µM. QFRET BODIPY PC-A2 liposome hydrolysis, fluorescence. AID 743126. Q9NZ20;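 active = inhibition above mean plus 3 SD of compounds lying within the high and low control bounds, cut at about 19% in these data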;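 note: 0% = median of test compound wells and 100% = no enzyme DMSO wells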
Rev-erbA mod – modulators of human Rev-erb alpha DNA binding; AID 1259318; Rev-erbα–FITC-DNA binding, fluorescence polarization, 90 min; actives 0.79% (n = 370,000); activity, % at 10 µM;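 active = activity above about 14%, limit read from the data; passing the limit was not always enough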;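 note: 0% = DMSO wells with 35 nM protein and 100% = DMSO wells with 750 nM protein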
proKLK7 act – activators of human kallikrein-7 zymogen. P49862. activation, % at 7 µM. purified proKLK7, EDANS-DABCYL substrate fluorescence; 100% is mature enzyme control, 0% vehicle. actives 0.9% (n = 370,000);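 active = activation above the mean of all tested compounds plus 3 SD, computed per campaign excluding outliers beyond control limits, cut at about 13% in these data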
Target sequence (P49862 whole entry, looked up): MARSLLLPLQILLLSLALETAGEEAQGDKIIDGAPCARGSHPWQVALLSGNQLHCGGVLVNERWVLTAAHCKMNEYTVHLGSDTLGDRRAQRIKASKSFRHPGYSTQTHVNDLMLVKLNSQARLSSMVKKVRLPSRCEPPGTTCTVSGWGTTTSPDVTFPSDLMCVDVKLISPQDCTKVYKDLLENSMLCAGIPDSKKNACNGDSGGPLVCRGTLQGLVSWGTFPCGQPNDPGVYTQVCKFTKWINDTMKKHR
UHRF1 binding – blocks human UHRF1 binding to methylated DNA; Q96T88; UHRF1 binding to methylated oligo, TR-FRET; inhibition, % at 4.4 µM; actives 0.75% (n = 370,000); AID 687016; in the data active = inhibition above about 21%;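 note: UHRF1 SRA domain binding a hemimethylated CpG hairpin DNA probe; 0% = median of test compound wells and 100% = reference inhibitor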
ASAP1 inh – ASAP1 ArfGAP inhibition; Q9ULH1; ASAP1-stimulated ARF1 GTP hydrolysis, GDP FP detection; inhibition, % at 16.5 µM; actives 0.19% (n = 360,000); AID 624377; in the data active = inhibition above about 25%;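 note: 0% = vehicle with enzyme and substrate and 100% = no enzyme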
DDE Tn6 FP inh – disrupts Tn6 cyclic peptide binding to fibrin D-Dimer-E complex; P02675; Fibrin DD(E) TRITC-Tn6 fluorescence polarization displacement; inhibition, % at 8.3 µM; actives 0.21% (n = 370,000); AID 720509;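 active = inhibition above a per-campaign cutoff: mean of compounds within control limits plus 3 SD, cut at about 15% in these data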;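 note: 0% = median of all compound wells on the plate and 100% = blocking peptide control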
ARFGAP1 inh – inhibitors of rat ARFGAP1; Arfgap1-stimulated ARF1 GTP hydrolysis, GDP FP detection; Q62848; actives 0.26% (n = 360,000); inhibition, % at 16.5 µM;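 active = inhibition above a per-plate limit, mean inhibition of low control wells plus 3 SD, cut at about 25% in these data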;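 note: 0% = DMSO wells with enzyme and 100% = wells lacking Arfgap1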
Target sequence (Q62848 1-136 limits assumed): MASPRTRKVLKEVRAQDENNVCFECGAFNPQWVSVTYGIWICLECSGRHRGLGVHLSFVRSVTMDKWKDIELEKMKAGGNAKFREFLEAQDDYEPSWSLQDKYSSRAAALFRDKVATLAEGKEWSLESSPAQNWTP
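Assay system: Rat Arfgap1 GAP domain (His6, aa 1-136), purified enzyme | Buffer or medium: HEPES 25 mM pH 7.5, NaCl 150 mM, MgCl2, DTT | Schedule: GTP hydrolysis reaction 2 h at 25 °C | Signal: FP of antibody-bound GDP Alexa 633 tracer, ex 620/em 688 nm | Measure: Percent inhibition of Arfgap1-stimulated GTP hydrolysis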
PLCg1 inh – inhibitors of human phospholipase C gamma1 | purified PLC-gamma1, fluorogenic substrate, fluorescence | inhibition, % at 12.2 µM | actives 0.84% (n = 370,000); in the data active = inhibition above about 9.5%
An asterisk follows results filed as active.

Tn7 DDE FP,PLC-beta3 inh,sPLA2-III inh,Rev-erbA mod,proKLK7 act,UHRF1 binding,ASAP1 inh,DDE Tn6 FP inh,ARFGAP1 inh,PLCg1 inh,compound
-4,1,8,0,0.0,-1,2,2,-1,1,COCCNC(=O)c1cc(-c2ccccc2)nn1CC1CC(c2cccnc2)=NO1 (stereo not given)
-5,1,0,1,0.1,-1,-6,0,-8,1,O=C(NCc1ccc(F)cc1F)[C@@H]1CCCN1C(=O)[C@@H]1CCCN1C(=O)c1cccs1
0,-3,-10,0,0.2,13,-8,7,-4,2,CC(=O)NC(CC(=O)NCCCn1ccc2ccccc21)c1ccccc1 (stereo not given)
-8,-10,-13,4,-0.4,-2,10,0,6,-11,Nc1[nH]c(C(=O)c2ccccc2)c(-c2ccc(Cl)cc2)c1C(=O)c1c[nH]c2ccc(F)cc12
-2,0,-3,1,-0.3,15,15,9,-10,-2,O=C(NCc1cccnc1)c1ccc(NC(=O)c2ccc(Br)cc2)cc1
-1,-7,-40,0,0.1,-1,9,-2,-3,2,C/C=C/C(=O)OCc1csc(CC(=O)Nc2ccccc2C)n1
3,3,5,3,-0.3,0,-4,11,-17,1,FC(F)(F)c1ccc(Oc2ccc3cc(Br)ccc3c2)nc1
-6,-2,-2,1,-0.4,-4,-12,-5,7,2,COCCNCc1ccc(Cl)cc1Cl
-6,3,8,-3,0.1,-3,3,4,7,1,Cc1nn(CCc2n[nH]c(=S)n2-c2ccc(F)c(Cl)c2)c(C)c1[N+](=O)[O-]
2,-13,7,4,-0.6,0,11,-9,3,-11,COC(=O)c1cc2c(c3c4cc(OC)ccc4n(S(=O)(=O)c4ccc(OC)cc4)c13)C(=O)N(Cc1ccc(N(C)C)cc1)C2
8,0,15,-2,0.0,1,-1,0,-24,1,Cc1cc(C)nc(N(C#N)C(C)C(=O)N(C)C)n1 (stereo not given)
5,0,10,0,-0.1,0,7,1,2,2,OCc1ccccc1CNCc1ccccc1
-6,5,-1,-4,0.3,0,1,1,13,4,O=C(Nc1cc(SCCO)cc([N+](=O)[O-])c1)c1ccc(Br)o1
-3,-165,-5,-2,7.3,3,-4,5,7,-115,C/C=C(\C)C(=O)OC(C)(C)[C@H]1Cc2cc3ccc(=O)oc3cc2O1
0,-16,-2,2,0.3,5,4,2,11,-5,COc1cc(OC)cc(C(=O)NCc2ccc3c(c2)cc(C)n3C)c1

Limited to PLCg1 inh and sPLA2-III inh, for some of the entries so far:
mol | PLCg1 inh | sPLA2-III inh
OCc1ccccc1CNCc1ccccc1 | 2 | 10
C/C=C/C(=O)OCc1csc(CC(=O)Nc2ccccc2C)n1 | 2 | -40
Cc1nn(CCc2n[nH]c(=S)n2-c2ccc(F)c(Cl)c2)c(C)c1[N+](=O)[O-] | 1 | 8
C/C=C(\C)C(=O)OC(C)(C)[C@H]1Cc2cc3ccc(=O)oc3cc2O1 | -115 | -5
O=C(NCc1ccc(F)cc1F)[C@@H]1CCCN1C(=O)[C@@H]1CCCN1C(=O)c1cccs1 | 1 | 0
O=C(NCc1cccnc1)c1ccc(NC(=O)c2ccc(Br)cc2)cc1 | -2 | -3

The listing picks up, repeating the two entries before the break.
Tn7 DDE FP,PLC-beta3 inh,sPLA2-III inh,Rev-erbA mod,proKLK7 act,UHRF1 binding,ASAP1 inh,DDE Tn6 FP inh,ARFGAP1 inh,PLCg1 inh,compound
-3,-165,-5,-2,7.3,3,-4,5,7,-115,C/C=C(\C)C(=O)OC(C)(C)[C@H]1Cc2cc3ccc(=O)oc3cc2O1
0,-16,-2,2,0.3,5,4,2,11,-5,COc1cc(OC)cc(C(=O)NCc2ccc3c(c2)cc(C)n3C)c1
-3,2,0,6,-0.4,2,12,-7,6,0,C=C1CCN([C@@H](CC(C)C)C(=O)N2CCCC2)S(=O)(=O)c2ccccc21
2,-3,2,4,-0.8,1,-13,-9,-1,1,COc1ccc(CCNC(=O)CCCCCN2C(=O)[C@@H]3Cc4ccccc4CN3C2=O)cc1OC
-2,2,-2,-4,-0.3,0,-4,-4,5,2,Cc1cccc(C(OC(=O)c2ccco2)C(=O)NCc2ccccc2)n1 (stereo not given)
-6,2,-12,-8,0.2,4,4,0,0,5,CSc1cccc(NC(=O)CCCOc2ccccc2)c1
6,-15,0,-1,0.0,3,12,5,11,-7,CC(/C=N/NC(=O)Cc1cccs1)=C\c1ccco1
5,-8,0,2,-0.1,-3,3,13,-5,0,COCCN(CC1CCCN(C2Cc3ccccc3C2)C1)C(=O)CCC(C)=O (stereo not given)
8,-8,12,2,-0.4,3,8,3,-5,1,CSc1ncc(Cl)c(C(=O)Nc2ccccc2C)n1
-1,-4,-3,-1,0.6,0,8,-4,-6,4,Clc1ccc2nc(COc3ccccc3)[nH]c2c1
-9,-7,7,-4,0.0,2,0,6,10,2,O=S(=O)(CCN1CCCCC1)Oc1ccc(Cl)cc1Cl
-12,9,4,5,-0.7,1,4,-1,-12,2,CCNC(=O)C1CCCN(C(=O)c2ccccc2F)CC1 (stereo not given)
-1,2,10,-4,-0.2,1,-6,-4,0,6,CC(=O)c1ccc(N(C(=O)CNC(=O)c2ccco2)C(C(=O)NC2CCCC2)c2ccncc2)cc1 (stereo not given)
0,-6,3,6,-0.6,1,6,7,-8,0,COc1ccc(NS(=O)(=O)c2ccc(/C=C/C(=O)O)cc2)cc1S(=O)(=O)N1CCOCC1
5,-8,-3,0,-0.8,0,0,-2,5,-1,O=C(O)CCC(=O)Nc1ccc(S(=O)(=O)c2ccc(NC(=O)CCC(=O)O)cc2)cc1
-2,-7,1,4,0.3,0,10,1,1,-4,Cc1ccc(Nc2nc(N)c3ccccc3n2)cc1C
3,-67,1,1,-2.2,-2,0,-3,8,-56,COc1cc(/C=N/n2nnnc2N)ccc1O

A stretch from further up, for reference:
Tn7 DDE FP,PLC-beta3 inh,sPLA2-III inh,Rev-erbA mod,proKLK7 act,UHRF1 binding,ASAP1 inh,DDE Tn6 FP inh,ARFGAP1 inh,PLCg1 inh,compound
-2,-7,1,4,0.3,0,10,1,1,-4,Cc1ccc(Nc2nc(N)c3ccccc3n2)cc1C
3,-67,1,1,-2.2,-2,0,-3,8,-56,COc1cc(/C=N/n2nnnc2N)ccc1O

(more compounds)
Tn7 DDE FP,PLC-beta3 inh,sPLA2-III inh,Rev-erbA mod,proKLK7 act,UHRF1 binding,ASAP1 inh,DDE Tn6 FP inh,ARFGAP1 inh,PLCg1 inh,compound
2,0,-13,5,0.6,-2,5,-6,8,-3,Cc1cccc(C)c1NC(=O)C1c2cccc[n+]2CC(=O)N1Cc1ccc2c(c1)OCO2 (stereo not given)
-31,-19,-45,7,0.8,-9,2,1,-4,-13,N#C/C(=C/c1ccc(N2CCCCC2)o1)C(=O)NCCc1c[nH]c2ccccc12
-1,-402,2,-1,-83,-3,-2,-4,-9,-389,CCn1c(/C=N/n2cnnc2)nc2ccccc21
-1,-1,15,-7,0.8,4,-13,-8,9,8,O=CC(=O)c1ccccc1
-4,-3,7,2,1.2,5,8,4,3,-2,COc1ccc(/C=C2/NC(=O)N(Cc3ccccc3F)C2=O)cc1OC
0,-149,0,-3,-1.9,16,0,-2,25*,-99,COc1ccc(-c2csc(Nc3ccc(O)cc3)n2)cc1
7,-25,5,-3,0.2,0,-9,5,-8,-1,Nc1ncnc2nc(SCCC(=O)O)[nH]c12
3,1,-5,6,0.0,-1,13,-7,11,-2,COc1ccc(NC(=O)CN(C)C(=O)CCNC(=O)c2ccccc2OC)cc1
-4,-7,-3,-1,0.2,2,16,-6,5,-1,COC(=O)[C@@]1(Cc2ccc(F)cc2)[C@H]2c3cc(C(=O)N4CCCC4)n(CCN4CCNC4=O)c3C[C@H]2CN1C(=O)c1ccccc1
7,2,-7,3,0.6,-1,-6,-1,-3,0,Cn1cc(-c2nnnn2-c2cccc(C(F)(F)F)c2)c(C(F)(F)F)n1
2,-4,6,0,0.6,1,4,10,8,2,CNc1ccc(C(=O)N2CCN(S(=O)(=O)c3ccc4c(c3)OCCCO4)CC2)cc1[N+](=O)[O-]
1,-36,-12,-6,-0.4,-1,3,-3,8,1,Cc1ccc(S(=O)(=O)NCC(c2ccco2)N2CCc3ccccc3C2)cc1 (stereo not given)
-2,-1,-21,2,-0.2,-3,0,-4,2,0,O=C(CC(=O)N/N=C\c1cccc(Cl)c1Cl)NCc1ccccc1
-4,2,-5,3,-0.4,-1,-4,3,4,1,O=C(CSc1ccc2ccccc2c1)Nc1nc2ccccc2[nH]1
2,-5,-2,-5,-0.1,-1,13,2,3,-2,Cc1cccc(-n2nc3c(c2NC(=O)c2ccco2)CS(=O)C3)c1C (stereo not given)
9,0,4,1,0.3,-1,0,0,-1,0,CCc1c(C(=O)N2CCOCC2)csc1C

Assay outcomes (PubChem)
